MC4R barr agon = MC4R agonists recruiting beta-arrestin, primary screen, cell-based, luminescence, agonist arm of biased-ligand search; Melanocortin receptor 4 (Homo sapiens), P32245; U2OS MC4R beta-arrestin complementation; percent of melanotan II response, DMSO zero; activation, % at 8.9 µM; 360,000 compounds, 0.98% hits; AID 540308, 2011;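 active = activation above a per-plate cutoff, the mean activation of sample wells on that plate plus 3 SD, cut at about 8% in these data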
Target sequence (P32245 whole entry, looked up): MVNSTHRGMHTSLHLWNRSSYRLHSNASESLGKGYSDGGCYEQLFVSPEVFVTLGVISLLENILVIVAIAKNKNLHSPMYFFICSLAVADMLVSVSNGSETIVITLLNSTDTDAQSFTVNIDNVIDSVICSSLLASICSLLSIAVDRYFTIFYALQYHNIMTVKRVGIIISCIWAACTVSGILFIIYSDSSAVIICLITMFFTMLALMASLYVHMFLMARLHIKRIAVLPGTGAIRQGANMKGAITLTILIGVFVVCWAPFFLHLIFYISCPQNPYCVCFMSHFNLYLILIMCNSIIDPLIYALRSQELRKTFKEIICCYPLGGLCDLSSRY
TLR9-MyD88 block = inhibitors of TLR9-MyD88 association in cells, primary screen, cell-based, CHO, BLA complementation, fluorescence; inhibition, % at 4.98 µM; 340,000 compounds, 0.21% hits; CCF4 FRET ratio; Toll-like receptor 9 (Homo sapiens) + Myeloid differentiation primary response protein …;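 active = inhibition above the mean over all tested compounds plus 3 SD, cut at about 21% in these data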;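 also: 0% = DMSO only wells and 100% = clavulanate BLA inhibitor control wells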
aDG glyco up = activators of alpha-DG glycosylation, primary screen, uHTS, Pro5-aDG cells, AlphaScreen; activation, % at 10 µM; AID 624168, 2012; 360,000 compounds, 0.22% hits; alpha-DG glycosylation AlphaScreen (IIH6); 0% Pro5, 100% B10-LARGE cell signal;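 active = activation of at least 8% versus controls, or a plate z-score of at least 8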;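 also: Pro5 are CHO cells carrying HIG-tagged alpha-DG that lacks glycosylation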
NOD2 RIPK2 PPI = NOD2-RIPK2 binding disruptors in cells, primary screen, fluorescence, CHO cells, BLA complementation; Receptor-interacting serine/threonine-protein kinase 2 (Homo sapiens), O43353; CCF4 ratio; inhibition, % at 4.98 µM; 360,000 compounds, 0.38% hits; AID 624267, 2012; in the data active = inhibition above about 21%;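 also: 0% = vehicle only and 100% = reference blocker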
Target sequence (O43353 whole entry, looked up): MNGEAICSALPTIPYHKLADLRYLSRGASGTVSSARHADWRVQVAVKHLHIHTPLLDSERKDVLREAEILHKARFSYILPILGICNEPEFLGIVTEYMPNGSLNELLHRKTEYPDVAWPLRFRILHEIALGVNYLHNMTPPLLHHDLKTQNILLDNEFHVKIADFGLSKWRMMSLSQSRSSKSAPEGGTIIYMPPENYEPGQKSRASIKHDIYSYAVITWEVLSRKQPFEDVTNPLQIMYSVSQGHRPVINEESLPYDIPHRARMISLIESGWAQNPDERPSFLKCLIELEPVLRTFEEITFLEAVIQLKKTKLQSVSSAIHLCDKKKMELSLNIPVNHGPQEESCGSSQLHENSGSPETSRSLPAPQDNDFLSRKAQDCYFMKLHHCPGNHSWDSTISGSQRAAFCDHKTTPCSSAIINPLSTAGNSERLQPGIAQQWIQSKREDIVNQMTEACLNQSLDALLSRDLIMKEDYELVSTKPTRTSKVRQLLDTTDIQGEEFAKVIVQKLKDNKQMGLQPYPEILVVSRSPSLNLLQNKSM
N-glyco inh = increase of ERlucT glycosylation luciferase signal, primary screen, N-linked glycosylation inhibitor project, D54 ERlucT cells, luminescence, set 2 | D54 ERlucT glycosylation luciferase reporter, 24 h; percent of 100 nM tunicamycin response | reporter increase, % at 12.5 µM | 360,000 compounds, 0.23% hits | AID 588692, 2011;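 active = mean luciferase reporter signal, scaled so untreated is 0 and the glycosylation-blocking control 100, at or above a set limit in every replicate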;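 also: luciferase carries N-glycosylation sites so blocking glycosylation raises the light; 0% = median of neutral control wells and 100% = median of 100 nM tunicamycin wells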
Vif imaging = HIV Vif self-association inhibitors, primary screen, imaging, HEK293T, single point | HEK293T cells, Vif self-association by quenched fluorescence, 24 h | inhibition, % at 7.49 µM | 340,000 compounds, 0.35% hits | AID 602346, 2012; in the data active = inhibition above about 50%, passing the limit was not always enough; also: some results filed as inactive read as strong as hits
ABHD5 PLIN5 PPI = ABHD5-PLIN5 interaction inhibitors, primary screen, cell lysate, split luciferase complementation, luminescence; Perilipin-5 (Homo sapiens) + 1-acylglycerol-3-phosphate O-acyltransferase ABHD5 (Homo …; Split G. princeps luciferase complementation, 4 h; inhibition, % at 4 µM; 360,000 compounds, 0.78% hits;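 active = inhibition above the mean inhibition across every tested compound plus 3 SD, cut at about 22% in these data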;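 also: 0% = DMSO only wells and the 100% control is not disclosed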
MC4R antagonist = MC4R antagonists of cAMP signaling, primary screen, cell-based, TR-FRET, antagonist arm of biased-ligand search; MC4R-expressing cells, MTII-stimulated cAMP, LANCE TR-FRET; inhibition, % at 6.5 µM; 360,000 compounds, 0.48% hits;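 active = inhibition above its plate's cutoff, the mean of tested wells on that plate plus 3 SD, cut at about 29% in these data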;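 also: 0% = Melanotan II alone and 100% = Melanotan II plus saturating MCL0020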
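Material: U2OS-MC4R stable cell line | Reagent: Melanotan II challenge after compound preincubation | Doses: One concentration, 6.5 µM nominal | Incubation: 30-min compound preincubation, 1-h Melanotan II challenge, 1-h detection, room temperature | Signal: TR-FRET cAMP assay | Replicates: One well per compound, no replicates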
Granule exo inh = LAMP-1 surface exposure blockers, TALL-104 cells – cell-based, flow cytometry, MLPCN library, primary screen; TALL-104 LAMP-1 surface exposure; cells stimulated with thapsigargin and PMA; inhibition, % at 10 µM; 360,000 compounds, 0.66% hits;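 active = inhibition above about 55%, limit read from the data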
ABCB6 inh MLPCN = ABCB6 transporter inhibitors, primary screen, K562-ABCB6 cells, flow cytometry, MLPCN library. ATP-binding cassette sub-family B member 6 (Homo sapiens), Q9NP58. K562-ABCB6 porphyrin accumulation, 1 h; stronger effect = lower value. fluorescence ratio to DMSO, % at 10 µM. 360,000 compounds, 0.19% hits;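 active = fluorescence ratio to DMSO below 75%, the collection mean minus 3 SD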;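 also: signal is porphyrin accumulated inside mitochondria; 100% equals median channel fluorescence of DMSO control wells; lower ratio means ABCB6 inhibition with less porphyrin fluorescence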
* = called active by the depositor; / = no result given. An excerpt; rates above refer to the full screens.

MC4R barr agon	TLR9-MyD88 block	aDG glyco up	NOD2 RIPK2 PPI	N-glyco inh	Vif imaging	ABHD5 PLIN5 PPI	MC4R antagonist	Granule exo inh	ABCB6 inh MLPCN	Compound
-1.9	-5	-0.1	1	1	-11	5	1	-9	94	COc1ccccc1NC(=O)c1ccc(CN(c2cc(Cl)ccc2C)S(=O)(=O)c2ccccc2)cc1
-2.5	/	0.6	-12	-1	-1	-6	-11	-7	97	FC(F)C(F)(F)Oc1cccc(Nc2nccn3c(-c4cccc5ccccc45)cnc23)c1
-1.4	-2	0.0	-5	/	/	0	1	-3	104	Cc1cccc(CCNC(=O)CCc2c(C)nc3ncnn3c2C)c1
-1.5	6	0.7	-4	-1	-4	3	7	-2	100	CCOC(=O)N1CCN(C(=O)CSc2ccc(-c3ccc(OC)c(OC)c3)nn2)CC1
-1.3	0	-0.1	-17	-1	-2	-1	19	1	99	Cn1c(N)c(C(=O)COC(=O)C2CCCC2)c(=O)n(C)c1=O
-1.6	-5	0.0	1	2	1	-4	0	-17	102	CN(C)[C@@H](CO)c1nnc([C@H](CC(=O)O)NC(=O)C2CCNCC2)o1
0.7	-1	-0.2	-8	-2	3	-2	13	-6	105	Cc1cc(-c2sccc2C)nc(-n2cccc2)n1
-0.7	-2	0.0	-2	2	21	-3	-9	-3	95	Cc1cc(C)nc(N/N=C/c2ccc3c(c2)OCCO3)n1
-1.0	/	-0.1	2	1	5	0	6	-2	97	COc1ccc(NC(=O)c2cc(-c3cc(Cl)ccc3C)n[nH]2)c(OC)c1
-1.7	7	0.5	5	-1	-1	0	-6	-1	94	COc1ccc(C(=O)N2CCOC2CNC(=O)C(=O)NCc2ccc3c(c2)OCO3)cc1 (configuration not stated)
-0.7	3	-0.3	-8	-5	5	3	3	-2	100	Cc1ccc(NC(=O)c2cc(F)c(F)cc2Cl)nc1
-0.8	0	-0.3	4	0	/	-5	11	-5	93	O=C(CSc1nnnn1-c1ccccc1)Nc1ccc(N2CCOCC2)c(Cl)c1
-0.7	-3	0.0	-14	2	/	-2	5	-3	99	COC(=O)C1=C(C)NC2=C(C(=O)CC(C)(C)C2)C1c1ccccn1 (configuration not stated)
-0.6	-1	-0.1	-3	0	-9	9	2	-2	105	COc1ccc(C(=O)NCCCNC(=O)c2cnccn2)cc1
0.2	/	0.4	-13	-1	-2	-1	6	-4	100	Cc1ccccc1-c1csc(C(C)(O)c2ccccc2)n1 (configuration not stated)
2.2	11	0.0	0	0	3	5	4	0	93	O=C(Nc1cc2nn(-c3ccccc3)nc2cc1Cl)c1ccco1
1.6	0	0.1	-10	1	1	-12	9	-5	106	COCCN1CN=C(NS(=O)(=O)c2ccc(C)cc2)NC1
-2.8	/	0.2	-8	-3	-4	-4	8	0	94	Cc1cc(C)cc(Cn2c3ccc(NC(=O)NCc4ccccc4)cc3c(=O)n2C)c1
-0.8	9	0.0	-4	-18	17	-4	1	9	93	O=C(c1ccc(Cl)cc1)N1CCCCC(Sc2nnc(-c3ccc4c(c3)OCO4)o2)C1=O (configuration not stated)
-1.1	-3	0.0	-12	2	5	2	0	2	100	O=C(Nc1cccc2cccnc12)C1CCCC1
-2.4	-14	0.2	-5	3	/	-5	11	-3	97	CC1=CC(=O)C=C(C)C1=NOC(=O)c1cccc([N+](=O)[O-])c1
0.7	7	-0.6	3	2	8	8	7	-2	110	O=c1[nH]c2cc3c(cc2cc1CN(CCCO)C(=S)NCc1ccco1)OCO3
2.0	0	0.5	-20	4	-3	4	26	7	100	CSCCC(NC(=O)COc1ccccc1)C(=O)OCc1ccc(Cl)cc1 (configuration not stated)
2.2	-6	-0.2	-52	6	-7	-1	4	-3	108	O=C1[C@@H](Oc2ccccc2)[C@@H](c2cnc3ccccc3c2)N1c1ccccc1
-0.3	-4	0.0	6	-1	4	-3	-1	-8	93	COc1cc(CN2CCC(Cc3ccccc3)CC2)cc([N+](=O)[O-])c1O
0.6	-8	-0.1	-12	1	-2	2	-3	2	101	Cc1ccc(OCC(=O)Oc2ccc(C)c(C)c2)cc1
-3.2	26*	0.4	24*	4	-3	5	1	-2	96	Cc1c(Cl)c(=O)n2c(=O)c(Cl)c(C)n12
-1.9	/	0.3	19	-1	-2	8	-10	-9	97	CCc1nc2c(OCc3ccc(F)c(F)c3)cccn2c1N(C)C(=O)c1ccc(OC)cc1
6.2	4	0.5	-2	-5	1	-8	10	2	86	Cc1cccc(NC(=O)c2cc3n(n2)C(C(F)(F)F)CC(c2ccc4c(c2)OCO4)N3)c1 (configuration not stated)
-0.1	3	1.9	1	2	14	0	17	-3	97	CCOC(=O)/C=C/C(=O)Nc1ccc(S(=O)(=O)Nc2nccs2)cc1
-3.1	-4	0.1	1	3	7	-3	-1	2	97	COc1cc(NC(=O)CN2C(=O)NC3(CCOc4ccccc43)C2=O)cc(OC)c1 (configuration not stated)
-1.6	14	0.1	6	-1	-1	-1	16	2	100	Cc1cccc(-n2c(Cc3ccccc3)n[nH]c2=S)c1
-3.0	-4	0.0	3	1	-2	1	16	-6	99	CN(CC(=O)Nc1ccccc1Cl)CC(=O)Nc1c(F)cccc1F
-2.8	6	-0.1	1	2	-17	2	4	-13	98	O=C1c2ccccc2C(=O)N1OCc1ccccc1
-2.1	7	0.4	-4	0	0	-3	-8	0	97	Cc1cc2c(cc1C)C(=O)C(=O)N2
-0.3	-5	0.1	-1	-3	1	0	2	-6	100	CCOc1ccccc1CNC(=O)c1ccc(NC(=O)C2=C(C)OCCS2)cc1
-0.3	-1	-0.1	-8	3	-1	-9	21	-2	94	COC(=O)C1N[C@@H]([C@@H](NC(=O)COc2ccccc2)C(=O)NCc2ccc(OC)cc2)SC1(C)C (some centres not stated)
-1.9	0	0.0	1	1	-13	-2	-2	-3	101	Cc1ccc(CNC(=O)Nc2ccc(OC(F)(F)F)cc2)n1C
-1.9	-6	-0.5	-5	0	7	8	-4	3	101	COC(=O)c1sccc1NC(=O)c1cc(-c2cccc(C)c2)nc2ccccc12
2.4	6	0.1	-7	-2	-3	0	4	-3	98	CCNC(=O)C1CC(=O)N(CCCc2ccccc2)C(=Nc2ccccc2)S1 (configuration not stated)

As entered above:
Entry for O=C1c2ccccc2C(=O)N1OCc1ccccc1 under MC4R antagonist: 4
Entry for CCNC(=O)C1CC(=O)N(CCCc2ccccc2)C(=Nc2ccccc2)S1 (configuration not stated) under ABHD5 PLIN5 PPI: 0

Continued.
MC4R barr agon	TLR9-MyD88 block	aDG glyco up	NOD2 RIPK2 PPI	N-glyco inh	Vif imaging	ABHD5 PLIN5 PPI	MC4R antagonist	Granule exo inh	ABCB6 inh MLPCN	Compound
-2.6	-11	-0.1	-15	1	-3	5	-4	-3	97	CSc1nc2cc(C)nn2c(-c2ccccc2Cl)c1C#N
-0.9	-4	0.3	-19	5	2	0	1	-1	93	COc1ccc([C@H]2CC(=O)C=C(c3ccc4c(c3)OCO4)C2)cc1OC
0.3	-6	0.2	-5	-3	18	-7	-6	2	95	COc1cc(CN2CCN(Cc3ccccc3C(F)(F)F)CC2)cc(OC)c1OC
1.5	-2	0.1	-4	1	-3	-6	17	-2	108	Cc1ccc(C(=O)NCc2ccc3c(c2)CCO3)cc1C
-1.4	1	0.8	-9	2	-2	1	-4	5	94	CCN1C(=O)/C(=C/N(C)C)c2ccccc21
1.5	-2	0.5	-6	10	2	3	6	9	108	C=C(C(=O)c1ccccc1)C(c1ccccc1)C(C)C(=O)c1ccccc1 (configuration not stated)
0.9	-15	-0.3	-8	1	-5	0	2	11	97	CC(O)CC(C)O (configuration not stated)
-0.6	-9	4.8	3	-10	/	-4	3	-5	99	O=C(Nc1ccc2c(c1)OCCO2)c1ccccc1Cl

The list goes on, overlapping the part above by 2 compounds.
MC4R barr agon	TLR9-MyD88 block	aDG glyco up	NOD2 RIPK2 PPI	N-glyco inh	Vif imaging	ABHD5 PLIN5 PPI	MC4R antagonist	Granule exo inh	ABCB6 inh MLPCN	Compound
0.9	-15	-0.3	-8	1	-5	0	2	11	97	CC(O)CC(C)O (configuration not stated)
-0.6	-9	4.8	3	-10	/	-4	3	-5	99	O=C(Nc1ccc2c(c1)OCCO2)c1ccccc1Cl
0.9	-2	0.2	-2	0	-1	-1	-4	-5	95	O=C(Nc1ccccc1Cl)OCC#CCOC(=O)Nc1ccccc1Cl
7.9	12	3.9	13	2	-2	-8	8	3	88	CC(C)(C)c1ccc(/C=C/C(=O)Nc2ccncc2)cc1
-0.5	3	0.0	-5	0	10	-1	8	-13	99	Cc1cccc(-n2c(CNC(=O)c3ccc(S(=O)(=O)N4CCCCC4)cc3)n[nH]c2=S)c1
-2.1	1	0.1	-1	-1	1	-1	-5	-4	105	CC1CCN(Cc2nnnn2CCCC(=O)NC(c2ccccn2)C(F)(F)F)CC1 (configuration not stated)
1.1	-4	0.4	9	-2	9	-4	10	3	94	CN1c2ccccc2-c2nc3ccccc3n2C1c1ccccn1 (configuration not stated)
-3.9	-7	0.0	5	-1	5	5	7	-1	92	CCOC(=O)C1=C(CS(=O)(=O)c2ccc(C)c(C)c2)NC(=O)NC1c1ccc(O)cc1 (configuration not stated)
-2.1	-1	-0.1	4	-1	-1	-1	13	3	100	Cc1ccc(NC(=S)N(Cc2ccco2)C(C)c2cccs2)cc1 (configuration not stated)
0.2	0	-0.1	-12	3	-6	8	-3	-3	93	O=C(CN1C(=O)C2CCCCC2C1=O)Nc1nc2ccc(F)cc2s1 (configuration not stated)
0.6	-2	0.4	-1	0	10	-5	-2	3	99	CC(c1ccc(F)cc1)n1c(-c2ccc3ccccc3n2)n[nH]c1=S (configuration not stated)
-1.6	-3	0.3	10	-3	8	-1	-3	-1	96	COCc1cc(C)nc(Nc2ccccc2C)c1C#N
0.0	2	-0.2	2	1	-2	-5	12	8	98	CCN(CC)C(=O)CNc1ccc(C(F)(F)F)cc1[N+](=O)[O-]
-3.4	-12	0.1	-6	2	4	6	6	-4	97	OCC1(Cc2ccc(Cl)cc2)CCN(Cc2ccc3nsnc3c2)CC1
/	/	0.1	4	/	/	9	/	5	/	CCCCCCCCN1C(=O)[C@H](CC(=O)N2CCCC2)C[C@@]2(C(=O)OC)CC(C)(C)CC=C12
0.6	-2	0.0	-18	3	-2	-7	10	-8	105	COc1ccc(C2=CC(=O)OC(C)(c3ccccc3)O2)cc1 (configuration not stated)
-1.9	6	-0.4	1	1	/	5	5	-1	94	Nc1nonc1-c1noc(-c2ccccc2)n1
-0.1	-6	0.1	-15	0	12	-1	-2	0	96	CCC(C)C(NC(=O)C1CCC(C)CC1)C(=O)NCc1cccnc1 (configuration not stated)

Screening data deposited in PubChem by several laboratories.
